Screening data from PubChem.
HTR5A ag ctr: counter-screen for OPRM1-OPRD1 agonists: human HTR5A agonism; hit rate 0.61% among 340,000; activation, % at 9.3 µM; HTR5A agonist assay, luminescence, cell-based; P47898; in the data active means activation mostly above about 9.5%, no sharp cut-off; inactive means mostly below about 7.6%;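 further: 0% = cells with vehicle only and 100% = reference agonist; strong numbers were not always called active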
phage Ecoli inh: E. coli growth loss with phage present. growth absorbance. inhibition, % at 11.9 µM. hit rate 0.26% among 360,000. AID 651602; in the data active means inhibition above about 11%
OPRM1-OPRD1 ag: OPRM1-OPRD1 heterodimerization agonism | P35372+P41143 | cells, luminescence | activation, % at 9.3 µM | hit rate 0.3% among 340,000 | AID 504326; in the data active means activation above about 18%;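 further: 0% = vehicle-treated cells and 100% = reference agonist; values of inactives mirror those of a sister screen read the other way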
Target sequence (P35372 whole entry, looked up): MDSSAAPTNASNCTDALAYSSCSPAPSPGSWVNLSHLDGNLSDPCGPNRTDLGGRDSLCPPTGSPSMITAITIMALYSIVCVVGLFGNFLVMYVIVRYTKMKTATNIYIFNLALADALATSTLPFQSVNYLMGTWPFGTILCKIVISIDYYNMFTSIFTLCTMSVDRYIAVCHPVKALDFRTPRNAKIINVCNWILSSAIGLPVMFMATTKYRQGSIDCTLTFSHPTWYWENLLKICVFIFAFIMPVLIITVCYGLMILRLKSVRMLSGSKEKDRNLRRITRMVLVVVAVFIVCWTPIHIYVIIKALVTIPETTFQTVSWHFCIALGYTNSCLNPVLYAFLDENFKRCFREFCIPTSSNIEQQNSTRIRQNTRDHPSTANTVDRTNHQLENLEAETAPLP
Target sequence (P41143 whole entry, looked up): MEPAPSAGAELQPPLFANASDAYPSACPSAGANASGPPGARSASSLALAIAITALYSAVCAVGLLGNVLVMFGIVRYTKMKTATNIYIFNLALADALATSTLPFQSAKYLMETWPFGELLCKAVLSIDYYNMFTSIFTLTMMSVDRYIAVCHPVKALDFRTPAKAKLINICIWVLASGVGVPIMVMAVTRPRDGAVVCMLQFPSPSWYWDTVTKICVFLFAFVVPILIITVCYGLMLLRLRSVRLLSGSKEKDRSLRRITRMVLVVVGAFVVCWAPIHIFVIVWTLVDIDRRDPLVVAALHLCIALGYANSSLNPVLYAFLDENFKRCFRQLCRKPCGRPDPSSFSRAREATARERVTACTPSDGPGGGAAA
PfHsp90 yeast 2: growth inhibition of yeast expressing Plasmodium Hsp90. S. cerevisiae expressing PfHsp90, BacTiter-Glo ATP, 48 h; yeast lacking PDR1 and PDR3 efflux regulators. AID 504621. hit rate 0.32% among 310,000. inhibition, % at 9.4 µM;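 active means every replicate shows inhibition above about 80%, whatever the replicate mean, limit read from the data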;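 further: 0% = DMSO neutral controls and 100% = 20 µM radicicol positive controls; yeast relying on Plasmodium falciparum Hsp90 in place of its own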
DSG3 Ab inh: inhibitors of pemphigus antibody binding to human desmoglein-3; AID 588358; P32926; binding (percent of control), % at 10 µM; DSG3-coupled beads, scFv-anti-DSG3-GFP binding, flow cytometry; hits give low values; hit rate 0.48% among 310,000;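 active means binding more than 3 SD below its plate's average and above zero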;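 further: hits lower antibody fragment binding to DSG3; some compounds called inactive have numbers as strong as hits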
Mot1-301 SUMO: SUMOylation pathway inhibition by Mot1-301 growth rescue; S. cerevisiae Mot1-301 growth rescue, ATP luminescence, 38.5C; percent above DMSO median, 100 means doubled; hit rate 1% among 320,000; growth rescue, % at 18.8 µM;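 active means every valid replicate shows activation above 250% relative to neutral control wells; inactive means the rest, any valid replicate at or below 250%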;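 further: OY570 slx delta 5 strain wells were the positive control but not used for scaling; some compounds called inactive have numbers as strong as hits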
PKA-R1A activ: PKA-R1A complex activation. PKA-R1A dissociation, Cy5-IP20 fluorescence polarization; scaled: DMSO 0%, 113 µM cGMP 100%. activation, % at 11.4 µM. hit rate 0.083% among 340,000;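 active means percent activation above the mean of all tested compounds plus 3 SD, cut at about 19% in these data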;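 further: higher means more PKAc released from R1A so a rise in polarization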
HTR5A inv ag: inverse agonist of human HTR5A in OPRM1-OPRD1 counter-screen. hit rate 0.083% among 340,000. AID 504634. P47898. inhibition, % at 9.3 µM. HTR5A cell line, luminescence, inverse agonism; in the data active means inhibition mostly above about 23%, no sharp cut-off; inactive means mostly below about 18%;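 further: 0% = cells with DMSO and 100% = no-cell wells with DMSO; some compounds called inactive have numbers as strong as hits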
OPRM1-OPRD1 inv: inverse agonists of human mu-delta opioid receptor heterodimerization | hit rate 0.21% among 340,000 | inhibition, % at 9.3 µM | P35372+P41143 | cell-based MOR-DOR heterodimer luminescence, inverse agonism; in the data active means inhibition above about 22%, passing the limit was not always enough;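 further: 0% = cells with DMSO and 100% = wells without cells with DMSO; values of inactives mirror those of a sister screen read the other way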
E coli growth: bacterial growth inhibition, counter-screen for AddAB inhibitors | E. coli V3065 growth, OD600 absorbance, 18 h | inhibition, % at 11.9 µM | hit rate 0.27% among 330,000 | AID 449728;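 active means inhibition above the campaign's mean inhibition across all tested compounds plus 3 SD, cut at about 9.9% in these data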;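 further: uninfected addAB+ strain grown without phage in ampicillin broth; 0% = DMSO wells and 100% = ciprofloxacin 0.95 µg/ml wells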
AddAB inh: less growth of phage-infected E. coli with AddAB. E. coli expressing H. pylori AddAB, absorbance growth. inhibition, % at 11.9 µM. hit rate 0.29% among 330,000; in the data active means inhibition above about 12%;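 further: 0% = vehicle wells of infected cells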
Numbers without * were called inactive; nt = no result given. An unsorted share of the library; 3.2% or so of the library scored in one or more.

SMILES	HTR5A ag ctr	phage Ecoli inh	OPRM1-OPRD1 ag	PfHsp90 yeast 2	DSG3 Ab inh	Mot1-301 SUMO	PKA-R1A activ	HTR5A inv ag	OPRM1-OPRD1 inv	E coli growth	AddAB inh
CCN(CC)CCCNC(=S)Nc1ccc(Br)cc1	-6	5.7	-1.4	1	105	nt	-3	-6	8	1.8	3.9
CCc1ccc(CN2CCCC(CCC(=O)N3CCN(c4ccccn4)CC3)C2)o1 (configuration not stated)	-4	3.4	0.9	-6	104	392	-7	-3	-5	-0.4	4.5
Cc1ccccc1S(=O)(=O)Cc1ccc(C(=O)NC2CCCC2)o1	1	-1.6	-1.4	9	105	-1	12	2	7	0.6	2.4
O=c1[nH]c2cc3ccccc3cc2nc1C(F)(F)F	6	0.3	3.2	15	101	-2	1	-18	-16	-1.7	-0.7
CCOC(=O)CN1Cc2cccc(C(=O)O)c2C1=O	-6	2.2	-1.0	-28	98	10	-9	-8	6	0.8	-0.3
O=C1C(=O)N(CCCN2CCOCC2)C(c2ccc([N+](=O)[O-])cc2)/C1=C(/O)c1ccc2c(c1)OCO2 (configuration not stated)	1	0.4	-2.0	-23	102	-14	-5	-1	11	-2.0	1.8
CC(C(O)c1cc(=O)c(OCc2ccccc2)co1)[N+](=O)[O-] (configuration not stated)	-3	1.9	-1.4	-12	114	-31	0	-4	8	1.1	1.9
CCn1c(C)c(P(c2ccccc2)c2ccccc2)[n+]2ccccc12	4	1.9	0.5	-4	115	54	-7	-10	-3	1.0	0.9
CCNC(=O)COc1ccc(-c2ccccc2)cc1	1	0.8	5.6	nt	106	66	-8	3	-30	1.0	5.0
COc1ccc(NC(=O)CN(C)C(=O)c2cc(-c3ccc(C)o3)nc3ccccc23)cc1	3	1.8	-1.1	-9	97	46	1	-9	7	0.1	0.7
Cc1ccc(S(=O)(=O)NC(CC(=O)N2CCOCC2)c2ccco2)cc1 (configuration not stated)	3	0.7	-0.7	nt	106	2	6	-7	4	1.4	4.7
Cc1ccc(S(=O)(=O)N2CCN(CC(=O)N/N=C/c3cc([N+](=O)[O-])ccc3Cl)CC2)cc1	-1	0.4	-1.2	-17	nt	6	15	-10	6	-2.3	1.9
CCCn1c(C(CO)Nc2nc(-c3cccc(Br)c3)cs2)nc2ccccc21 (configuration not stated)	7	0.0	5.2	-88	103	10	-4	3	-32	-1.3	-0.6
Cc1cc(NC(=O)CSc2nnc(NC(=O)C3CC(=O)N(c4ccccc4C)C3)s2)no1 (configuration not stated)	4	2.5	-1.9	-19	95	16	-3	4	10	-2.4	-1.9
Cc1ccc2oc(=O)c3cc(C(=O)NCCCN4CCCCCC4)sc3c2c1	-4	-0.6	0.8	5	108	10	-7	-41	-4	-3.1	1.0
COC(=O)c1[nH]nc(-c2ccccc2)c1-c1ccccc1	-2	-0.8	0.9	5	nt	-13	-4	16	-4	-1.5	-0.9
CC(=O)N1CCN(C(=O)CCc2cc(C(C)(C)C)c(O)c(C(C)(C)C)c2)CC1	1	2.0	-3.3	-1	100	268	-12	13	17	4.0	5.7
O=C1CC(SCc2nc3ccccc3[nH]2)C(=O)N1c1ccc(F)c(Cl)c1 (configuration not stated)	3	2.2	-1.0	15	95	45	3	6	5	-0.4	3.4
O=C(O)CSCC(=O)Nc1cccc(C(F)(F)F)c1	-1	2.4	-0.4	nt	103	-11	9	-7	2	-0.1	-0.9
O=C1NC2(CCc3ccccc3C2)C(=O)N1CCOc1cccc(Cl)c1 (configuration not stated)	0	0.7	4.0	-37	96	nt	-2	14	-21	1.2	1.0
CC1CC1C(=O)OCC(=O)Nc1ccc2[nH]c(=O)[nH]c2c1 (configuration not stated)	1	2.3	0.7	nt	92	7	-1	-3	-5	-1.5	-3.3
NC(=O)c1ccsc1NC(=O)c1ccc2c(c1)CCCC2	5	1.9	1.7	9	101	44	-7	-13	-9	0.6	1.4
CCOC(=O)C1=CN(Cc2cccc(F)c2)S(=O)(=O)NC1c1ccc2ccccc2c1 (configuration not stated)	3	7.4	2.9	12	102	nt	-10	-10	-14	2.1	0.6
CCOC(=O)c1ccc(NC(=O)N(CC)CC)cc1	1	2.1	-1.6	nt	93	16	2	-3	8	-1.7	-2.3
CC(C)OC(=O)CSc1nnc(Cc2ccccc2)n1Cc1ccco1	2	1.5	-3.3	-21	98	-2	-10	-10	18	-3.0	0.6
COc1ccccc1C(O)P(=O)(OCC(C)C)c1ccc(N(C)C)cc1 (configuration not stated)	-4	0.7	-2.2	-2	95	21	5	15	13	-0.3	-2.3
COCCn1c(SCC(=O)Nc2ccccc2OC)nc2ccccc21	0	2.8	-3.1	21	nt	2	7	0	14	-0.3	3.4
Cc1ccc(C23CC4CC(CC(C(=O)NCC(=O)O)(C4)C2)C3)cc1	4	0.3	-2.9	-12	99	19	-1	-15	13	1.0	1.9
O=C(OCC(=O)N1CCN(C(=O)c2ccco2)CC1)c1cc(S(=O)(=O)Nc2ccc(Cl)cc2)ccc1O	2	1.3	0.4	-23	nt	4	8	-6	-2	0.1	1.7
CCOC(=O)c1oc2ccc(S(=O)(=O)n3nc(-c4ccc(C)cc4)cc3N)cc2c1C	-8	-0.8	-0.9	3	105	5	-2	22	5	0.1	-0.6
N#Cc1c(-c2ccccc2)c(-c2ccccc2)n[nH]c1=O	4	2.0	-1.1	13	91	59	10	-15	7	-0.5	0.3
COc1ccc(CCNCc2ccc(OCc3ccccc3)cc2)cc1	1	3.5	6.4	-26	95	12	-3	-12	-40	0.8	2.7
COc1ccc(NC(=O)C2CCCN2S(=O)(=O)c2ccc3c(c2)CCC(=O)N3)cc1Cl (configuration not stated)	3	2.3	-3.4	6	111	61	-6	-8	17	-1.1	4.3
Cc1ccc(S(=O)(=O)N2CCN(C(=O)CCNC(=O)c3ccccc3Cl)CC2)cc1	-1	1.3	-2.8	nt	100	nt	-1	4	15	nt	nt
COc1ccc(-n2ncc3c(N4CCN(Cc5ccccc5)CC4)ncnc32)cc1	10	3.1	6.1	29	94	4	-1	-26	-43	1.5	0.4
Cc1cccc(C(=O)OC(C)C(=O)N2CCc3ccccc3C2)c1C (configuration not stated)	-2	0.2	1.8	-3	103	41	1	4	-7	2.8	3.1
CCOC(=O)C1(CC2CC2)CCN(C(=O)c2cc(C)nc3ccc(CC)cc23)CC1	3	0.5	-1.3	3	105	153	3	-4	6	-3.2	-1.6
Cc1c(Cc2ccccc2)c(=O)oc2cc(OCC(=O)NCc3ccccn3)ccc12	3	1.4	-0.6	-4	106	-14	-3	-1	3	0.4	2.7
Cc1nc(COC(=O)c2ccc(S(=O)(=O)N3CCCC3)cc2)cs1	-1	2.7	-0.8	nt	94	-13	1	-15	4	-1.7	-0.4
O=C(Cn1cnc2ccccc2c1=O)Nc1nnc(C2CC2)s1	0	1.7	-3.0	-8	107	-4	12	6	16	0.3	0.1
Cn1c(=O)c2c(nc(-n3ccnc3)n2Cc2ccc([N+](=O)[O-])cc2)n(C)c1=O	-1	-0.2	0.2	nt	112	8	0	3	-1	0.4	3.8
O=C(CCNc1ccc(Br)cc1)c1cccc([N+](=O)[O-])c1	-4	-1.4	3.3	-17	nt	18	-3	10	-15	0.3	-2.6
O=c1nc2ccccc2c2n1CC(CN1CCN(Cc3ccccc3)CC1)N2 (configuration not stated)	0	2.1	-2.2	20	100	247	-10	0	12	-0.3	-2.2
COC(=O)COc1ccc2c(-c3cccc([N+](=O)[O-])c3)cc(=O)oc2c1	0	1.1	-0.7	-5	nt	193	-9	1	4	0.6	0.5
CN(CCn1ccnc1)C(=O)CC1C(=O)NCCN1Cc1ccccc1C(F)(F)F (configuration not stated)	2	2.6	-0.3	19	nt	293	10	-42	1	3.1	7.9
CCOC(=O)c1[nH]c(C)c(C(=O)Nc2cccc(Cl)c2C)c1C	1	0.3	-2.8	-12	101	10	-1	-21	15	-2.5	-2.0
Cc1ccc(S(=O)(=O)NNC(=O)c2c(O)c3ccccc3[nH]c2=O)cc1	1	3.6	-3.3	7	100	3	-8	18	18	2.4	0.8
CCCN1CCN(C(=O)c2cc(COc3ccc(F)cc3F)on2)CC1	3	2.7	0.3	32	104	0	0	-17	-2	0.8	1.5
O=C(Nc1cccnc1)C1CCCN(S(=O)(=O)c2ccccc2)C1 (configuration not stated)	0	0.6	-3.1	9	102	269	-18	-1	15	0.1	0.8
Cc1ccc(C)c(OCC(=O)N2CCc3ccccc3C2)c1	3	3.0	0.7	-10	nt	-1	-6	19	-3	-0.3	-0.3
C1=C(CCNc2nnnn2-c2ccccc2)CCCC1	2	2.5	0.4	-39	nt	26	4	-8	-3	0.0	-0.4
O=C(NCCc1nc2ccccc2[nH]1)c1cc([N+](=O)[O-])cc([N+](=O)[O-])c1	1	-0.2	3.8	5	102	-8	-11	11	-20	-0.8	-1.2
COc1cc(OC)cc(C(=O)OCC(=O)Nc2nnc(-c3ccccc3)o2)c1	5	-2.6	-0.7	-62	107	nt	12	-13	4	nt	nt
O=C(Cn1nnc(-c2ccccc2F)n1)Nc1ccc2c(c1)OCCO2	0	3.9	-1.7	-15	106	-9	0	1	9	-0.6	4.1
CCOc1ccc(N(CC(=O)Nc2cccc(N(C)S(C)(=O)=O)c2)S(=O)(=O)c2ccccc2)cc1	3	3.9	-2.7	10	102	6	-7	-13	15	2.2	1.3
Cc1cc(C)n2nc(N)c(N=Nc3ccc(Cl)cc3)c2n1	-2	3.4	0.1	-4	96	-11	1	15	0	-0.9	0.5
CN1CCN(CC(O)COc2ccc(C34CC5CC(CC(C5)C3)C4)cc2)CC1 (configuration not stated)	6	4.3	0.8	0	109	nt	-22	-13	-4	nt	nt
CN(C(=O)COC(=O)c1cc([N+](=O)[O-])ccc1Cl)c1ccccc1	4	-0.8	2.7	15	100	-3	3	-23	-22	2.1	2.2
COc1ccc(/C=C(\C#N)C(=O)NC2CCS(=O)(=O)C2)cc1OC (configuration not stated)	1	4.0	0.6	-3	96	4	-10	11	-4	-0.2	3.1
O=C(CSc1ncccc1-c1nc2ccccc2[nH]1)N1CCCCC1	2	nt	-1.5	-3	103	2	-1	6	8	0.7	1.3
Cc1ccc2c(N)c(C)ccc2c1	-2	1.8	-0.5	10	112	-4	-14	17	2	-0.1	1.6
CCOC(=O)C1CCCN(CCC(=O)Nc2ccc3c(c2)CCC3)C1 (configuration not stated)	5	2.0	-0.6	-24	106	-14	1	5	3	1.2	2.2
CCc1cccc(C)c1NC(=O)c1ccc2nc(N3CCOCC3)sc2c1	-1	4.2	-1.2	13	104	-2	0	3	7	-2.0	-3.1
